NOD2-RIPK2 inh = blocks binding of human NOD2 to RIPK2; CHO BLA complementation NOD2-RIPK2, CCF4 ratio; inhibition, % at 4.98 µM; hit rate 0.38% among 360,000; in the data active = inhibition above about 21%;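 note: 0% = vehicle only and 100% = reference blocker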
Target sequence (O43353 whole entry, looked up): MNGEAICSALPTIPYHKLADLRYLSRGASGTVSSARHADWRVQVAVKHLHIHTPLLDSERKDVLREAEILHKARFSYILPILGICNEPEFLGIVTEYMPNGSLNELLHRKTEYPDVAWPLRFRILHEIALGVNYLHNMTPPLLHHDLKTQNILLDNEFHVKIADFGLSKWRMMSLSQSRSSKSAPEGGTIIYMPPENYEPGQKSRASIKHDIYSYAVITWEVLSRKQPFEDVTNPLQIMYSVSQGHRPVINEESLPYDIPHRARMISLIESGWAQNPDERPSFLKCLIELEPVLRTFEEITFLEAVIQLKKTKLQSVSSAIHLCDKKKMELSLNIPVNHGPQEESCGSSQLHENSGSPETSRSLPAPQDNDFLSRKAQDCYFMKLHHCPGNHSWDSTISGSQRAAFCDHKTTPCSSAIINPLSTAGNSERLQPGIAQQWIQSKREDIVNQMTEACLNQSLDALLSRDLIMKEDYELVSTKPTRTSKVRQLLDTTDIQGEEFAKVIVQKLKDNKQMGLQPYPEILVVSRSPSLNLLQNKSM
TLR9-MyD88 inh = TLR9-MyD88 interaction inhibition | AID 504734 | hit rate 0.21% among 340,000 | CHO BLA complementation TLR9-MyD88, CCF4 FRET ratio | inhibition, % at 4.98 µM | Q9NR96+Q99836;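 active = inhibition above the mean over all tested compounds plus 3 SD, cut at about 21% in these data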;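 note: 0% = DMSO only wells and 100% = clavulanate BLA inhibitor control wells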
NCOA3 inh = inhibits human SRC3 coactivator; HEK293 GAL4-SRC3 luciferase reporter, luminescence; hit rate 0.17% among 360,000; inhibition, % at 3.6 µM; Q9Y6Q9;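 active = inhibition above a per-campaign cutoff, the mean of all compounds plus 3 SD, cut at about 60% in these data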;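 note: 0% = DMSO-treated cells and 100% = gossypol-treated cells at 36 µM; higher means less SRC3-driven luciferase light from the GAL4 reporter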
SRC2 inh = human SRC2 (NCOA2) inhibition. Q15596. HEK293 GAL4-SRC2 luciferase reporter, luminescence. inhibition, % at 9 µM. hit rate 0.17% among 370,000. AID 651957;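 active = inhibition above the mean inhibition of all tested compounds plus 3 SD, set per campaign, cut at about 52% in these data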;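 note: 0% = DMSO treated cells and 100% = cells given Gossypol at 36 µM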
EBV LMP1 NFkB = inhibitors of Epstein-Barr LMP1-induced NF-kappaB reporter | LMP1-induced NF-kappaB luciferase reporter cells, luminescence | inhibition, % at 12.5 µM | hit rate 0.69% among 350,000 | AID 504558; in the data active = inhibition above about 41%;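 note: 0% = neutral control wells and 100% = reference inhibitor control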
NCOA1 inh = human NCOA1 inhibition. Q15788. HEK293 GAL4-SRC1 luciferase reporter, luminescence. inhibition, % at 3.6 µM. hit rate 0.12% among 360,000. AID 588354;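 active = inhibition above the campaign mean plus 3 SD, with each screening campaign given its own cutoff, cut at about 60% in these data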;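 note: 0% = DMSO treated cells and 100% = gossypol at 36 µM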
C8 TRAIL sens = sensitizes caspase-8 expressing cells to TRAIL | inhibition (viability loss, TRAIL sensitization), % at 10 µM | AID 624354 | hit rate 1% among 360,000 | NB7+C8 cells + TRAIL, ATPlite viability luminescence;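 active = compounds causing at least 50% loss of cell viability in the single-dose screen, relative to plate controls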
TROY signal inh = blocks TROY-dependent signaling in reporter cells | Q293 LMP1-TROYcd NF-kB luciferase reporter, 4 h | inhibition, % at 10 µM | hit rate 0.98% among 360,000;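 active = compounds whose plate-normalised and pattern-corrected inhibition of the luciferase reporter signal at the single screening dose is 50% or more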
TWEAK-Fn14 inh = blocks TWEAK-Fn14 interaction in a reporter cell assay; hit rate 2% among 360,000; TWEAK-stimulated Fn14 reporter cells, luciferase luminescence, 8 h; inhibition, % at 10 µM; in the data active = inhibition above about 50%
NR2F2 inh = blocks human COUP-TFII nuclear receptor. P24468. HEK293T NGFI-A luciferase reporter, luminescence. inhibition, % at 8.6 µM. hit rate 0.7% among 370,000;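 active = inhibition above a per-plate cutoff, mean inhibition of test wells between control levels plus 3 SD, cut at about 38% in these data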;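 note: cells cotransfected with COUP-TFII expression vector driving the NGFI-A reporter; 0% = median of COUP-TF2 test wells and 100% = reporter-only cells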
Target sequence (P24468 whole entry, looked up): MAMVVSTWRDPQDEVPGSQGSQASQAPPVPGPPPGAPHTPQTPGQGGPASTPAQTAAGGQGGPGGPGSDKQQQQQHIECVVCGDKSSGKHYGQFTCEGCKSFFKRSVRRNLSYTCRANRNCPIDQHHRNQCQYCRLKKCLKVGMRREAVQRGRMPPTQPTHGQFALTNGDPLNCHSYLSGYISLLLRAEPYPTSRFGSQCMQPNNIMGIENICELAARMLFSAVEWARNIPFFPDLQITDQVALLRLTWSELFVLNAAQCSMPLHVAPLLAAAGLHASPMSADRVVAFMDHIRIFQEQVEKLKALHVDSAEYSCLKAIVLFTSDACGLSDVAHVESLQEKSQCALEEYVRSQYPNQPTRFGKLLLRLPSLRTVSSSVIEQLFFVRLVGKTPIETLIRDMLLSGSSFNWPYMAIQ
NR5A2 inv ag = NR5A2 inverse agonism in reporter assay; AID 602396; inhibition, % at 3.6 µM; HEK293T StAR-luciferase reporter, LRH-1 transfected, 24 h; hit rate 0.13% among 360,000;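 active = inhibition above the mean inhibition of all tested compounds plus 3 SD, cut at about 73% in these data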;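 note: 0% = DMSO wells and 100% = reporter-only cells lacking LRH-1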
* marks the source's active call; other numbers are inactive results. An excerpt, so the mix of outcomes need not match the whole.

What do the screens show for `CCOCCCNCC(=O)Nc1ccc(S(=O)(=O)NC(C)CC)cc1` (centres undefined)?
NOD2-RIPK2 inh: -5; TLR9-MyD88 inh: -3; NCOA3 inh: 8; SRC2 inh: 7; EBV LMP1 NFkB: 3; NCOA1 inh: -12; C8 TRAIL sens: 2; TROY signal inh: 10; TWEAK-Fn14 inh: -4; NR2F2 inh: 23; NR5A2 inv ag: -1

Results for Cc1ccc(CNC(=O)CCS(=O)(=O)c2cccc3nsnc23)cc1 ?
NOD2-RIPK2 inh: 7; TLR9-MyD88 inh: -6; NCOA3 inh: 2; SRC2 inh: -9; EBV LMP1 NFkB: -7; NCOA1 inh: 2; C8 TRAIL sens: -19; TROY signal inh: 12; TWEAK-Fn14 inh: 0; NR2F2 inh: 6; NR5A2 inv ag: 1

Results for Cc1ccc(Cl)cc1N1CCN(C(=O)c2ccc3c(c2)CCN3S(C)(=O)=O)CC1 ?
NOD2-RIPK2 inh: 2; TLR9-MyD88 inh: -1; NCOA3 inh: -7; SRC2 inh: 11; EBV LMP1 NFkB: -2; NCOA1 inh: -18; C8 TRAIL sens: 28; TROY signal inh: 1; TWEAK-Fn14 inh: -11; NR2F2 inh: 3; NR5A2 inv ag: -2

Results for CCC(=NNS(=O)(=O)c1ccc(C)cc1)c1ccccc1 ?
NOD2-RIPK2 inh: -8; TLR9-MyD88 inh: -2; NCOA3 inh: 2; SRC2 inh: -19; EBV LMP1 NFkB: -3; NCOA1 inh: -5; C8 TRAIL sens: -6; TROY signal inh: -3; TWEAK-Fn14 inh: -3; NR2F2 inh: -2; NR5A2 inv ag: -6

Results for Cc1cc(NC(=O)Cc2csc(-c3ccccc3)n2)ccc1Br ?
NOD2-RIPK2 inh: -13; TLR9-MyD88 inh: 0; NCOA3 inh: 8; SRC2 inh: -11; EBV LMP1 NFkB: 5; NCOA1 inh: -2; C8 TRAIL sens: 11; TROY signal inh: 18; TWEAK-Fn14 inh: 11; NR2F2 inh: 18; NR5A2 inv ag: 15

Results for COC(=O)Cc1csc(NC(=O)CSc2nnc3ccccn23)n1 ?
NOD2-RIPK2 inh: -16; TLR9-MyD88 inh: 3; NCOA3 inh: 1; SRC2 inh: -31; EBV LMP1 NFkB: -1; NCOA1 inh: -19; C8 TRAIL sens: -12; TROY signal inh: -14; TWEAK-Fn14 inh: -1; NR2F2 inh: 6; NR5A2 inv ag: -2

What do the screens show for `Cc1cc(C(F)(F)F)cc(NNC(=O)NC(=O)c2ccccc2Cl)n1`?
NOD2-RIPK2 inh: 1; NCOA3 inh: 22; SRC2 inh: -7; NCOA1 inh: -19; C8 TRAIL sens: 5; TROY signal inh: -10; TWEAK-Fn14 inh: -9; NR2F2 inh: -12; NR5A2 inv ag: 5

What do the screens show for `O=C(NCC1CCN(Cc2cccc(Cl)c2)CC1)Nc1ccc(Cl)cc1`?
NOD2-RIPK2 inh: 11; TLR9-MyD88 inh: -16; NCOA3 inh: 14; SRC2 inh: -22; EBV LMP1 NFkB: 5; NCOA1 inh: 14; C8 TRAIL sens: 10; TROY signal inh: -2; TWEAK-Fn14 inh: 5; NR2F2 inh: -7; NR5A2 inv ag: 6

What do the screens show for `O=C(NCCc1nnc2ccc(NCCCN3CCOCC3)nn12)c1ccccc1`?
NOD2-RIPK2 inh: -5; TLR9-MyD88 inh: -1; NCOA3 inh: -2; SRC2 inh: -28; EBV LMP1 NFkB: -4; NCOA1 inh: 1; C8 TRAIL sens: -11; TROY signal inh: 24; TWEAK-Fn14 inh: -15; NR2F2 inh: 0; NR5A2 inv ag: 13

What do the screens show for `CC(C)c1ccc(NC(=O)C(c2ccccc2)N(C)C(=O)c2cnccn2)cc1` (centres undefined)?
NOD2-RIPK2 inh: 5; TLR9-MyD88 inh: -3; NCOA3 inh: 4; SRC2 inh: -14; EBV LMP1 NFkB: -8; NCOA1 inh: 6; C8 TRAIL sens: -40; TROY signal inh: -11; TWEAK-Fn14 inh: 2; NR2F2 inh: 7; NR5A2 inv ag: 8

How did N#Cc1ccc[n+](CC(=O)c2ccc(NC(=O)c3ccccc3)cc2)c1 do in these assays?
NOD2-RIPK2 inh: 8; TLR9-MyD88 inh: 5; NCOA3 inh: 3; SRC2 inh: 9; EBV LMP1 NFkB: -2; NCOA1 inh: -3; C8 TRAIL sens: -9; TROY signal inh: 8; TWEAK-Fn14 inh: -12; NR2F2 inh: -18; NR5A2 inv ag: -3

What do the screens show for `CCOc1ccc(CNC(=O)Cn2c(=O)c3cccn3c3ccccc32)cc1`?
NOD2-RIPK2 inh: -6; TLR9-MyD88 inh: 7; NCOA3 inh: 25; SRC2 inh: 5; EBV LMP1 NFkB: -7; NCOA1 inh: 2; C8 TRAIL sens: -20; TROY signal inh: 0; TWEAK-Fn14 inh: -15; NR2F2 inh: 2; NR5A2 inv ag: -1

How did NC(N)=NCCCc1cn(CC(=O)N2CCNCC2)nn1 do in these assays?
NOD2-RIPK2 inh: -6; TLR9-MyD88 inh: 6; NCOA3 inh: -1; SRC2 inh: 5; EBV LMP1 NFkB: -5; NCOA1 inh: 4; C8 TRAIL sens: 10; TROY signal inh: 5; TWEAK-Fn14 inh: 1; NR2F2 inh: -27; NR5A2 inv ag: -7

How did Cc1ccc2[nH]c(=O)c(CN(CC3CCCO3)S(=O)(=O)c3c(C)ccc4nsnc34)cc2c1 (centres undefined) do in these assays?
NOD2-RIPK2 inh: 1; TLR9-MyD88 inh: -5; NCOA3 inh: -18; SRC2 inh: -10; EBV LMP1 NFkB: 0; NCOA1 inh: -25; C8 TRAIL sens: 10; TROY signal inh: 5; TWEAK-Fn14 inh: -10; NR2F2 inh: -3; NR5A2 inv ag: -22

How did COc1cc(C(=O)NCc2cc(C)nc3ccccc23)cc(OC)c1OC do in these assays?
NOD2-RIPK2 inh: -3; TLR9-MyD88 inh: 5; NCOA3 inh: 14; SRC2 inh: -1; EBV LMP1 NFkB: 7; NCOA1 inh: -9; C8 TRAIL sens: -2; TROY signal inh: 22; TWEAK-Fn14 inh: -18; NR2F2 inh: -26; NR5A2 inv ag: 16

Results for CCOc1ccc(S(=O)(=O)N2CCC(C(=O)NCc3cccnc3)CC2)cc1 ?
NOD2-RIPK2 inh: -1; TLR9-MyD88 inh: -2; NCOA3 inh: 8; SRC2 inh: -51; EBV LMP1 NFkB: -2; NCOA1 inh: -23; C8 TRAIL sens: -14; TROY signal inh: 20; TWEAK-Fn14 inh: -12; NR2F2 inh: 5; NR5A2 inv ag: 12

How did Cc1ccc(NC(=O)C(=O)Nc2ccc(C)cn2)nc1 do in these assays?
NOD2-RIPK2 inh: -3; TLR9-MyD88 inh: -9; NCOA3 inh: -11; SRC2 inh: 13; EBV LMP1 NFkB: -19; NCOA1 inh: -7; C8 TRAIL sens: 2; TROY signal inh: -45; TWEAK-Fn14 inh: -11; NR2F2 inh: -15; NR5A2 inv ag: -13

How did CC(=O)c1cccc(Nc2ccc(-c3ccccc3F)nn2)c1 do in these assays?
NOD2-RIPK2 inh: -11; TLR9-MyD88 inh: -1; NCOA3 inh: -86; SRC2 inh: -66; EBV LMP1 NFkB: -35; NCOA1 inh: -78; C8 TRAIL sens: -18; TROY signal inh: -64; TWEAK-Fn14 inh: -27; NR2F2 inh: -21; NR5A2 inv ag: -160

What do the screens show for `CC(C(=O)c1ccc(-c2ccccc2)cc1)[n+]1cccc(NC(=O)c2ccccc2)c1` (centres undefined)?
NOD2-RIPK2 inh: 1; TLR9-MyD88 inh: 1; NCOA3 inh: 2; SRC2 inh: -13; EBV LMP1 NFkB: 5; NCOA1 inh: -11; C8 TRAIL sens: -6; TROY signal inh: 8; TWEAK-Fn14 inh: 13; NR2F2 inh: -2; NR5A2 inv ag: 16

How did Cc1ccccc1N1CCN(CCCN2C(=O)C3CCCCN3C2=O)CC1 (centres undefined) do in these assays?
NOD2-RIPK2 inh: -7; TLR9-MyD88 inh: -11; NCOA3 inh: 6; SRC2 inh: 1; EBV LMP1 NFkB: 13; NCOA1 inh: 8; C8 TRAIL sens: -10; TROY signal inh: -16; TWEAK-Fn14 inh: 7; NR2F2 inh: -6; NR5A2 inv ag: -4

Results for CCOC(=O)C1=CCN(S(=O)(=O)c2ccccc2F)C1c1cccc(Cl)c1 (centres undefined) ?
NOD2-RIPK2 inh: -1; NCOA3 inh: -2; SRC2 inh: -32; NCOA1 inh: 9; C8 TRAIL sens: 4; TROY signal inh: 14; TWEAK-Fn14 inh: 16; NR2F2 inh: 7; NR5A2 inv ag: 8

Results for CC/C(=N\OC(=O)c1ccc(OC(C)C)cc1)c1ccc(C)cc1 ?
NOD2-RIPK2 inh: 8; TLR9-MyD88 inh: 0; NCOA3 inh: -8; SRC2 inh: 5; EBV LMP1 NFkB: 2; NCOA1 inh: -31; C8 TRAIL sens: 1; TROY signal inh: -13; TWEAK-Fn14 inh: -9; NR2F2 inh: -3; NR5A2 inv ag: -8

What do the screens show for `COC(=O)[C@]1(C)N[C@H](CN(C)C(=O)c2ccc(F)cc2)[C@@H]2C(=O)N(Cc3ccccc3)C(=O)[C@@H]21`?
NOD2-RIPK2 inh: -4; TLR9-MyD88 inh: -9; NCOA3 inh: -5; SRC2 inh: -3; EBV LMP1 NFkB: 1; NCOA1 inh: -4; C8 TRAIL sens: 4; TROY signal inh: 7; TWEAK-Fn14 inh: -5; NR2F2 inh: 6; NR5A2 inv ag: -54

What do the screens show for `CCOC(=O)C1CCN(C(=O)CCNC(=O)c2ccccc2OC)CC1`?
NOD2-RIPK2 inh: -2; TLR9-MyD88 inh: -9; NCOA3 inh: -23; SRC2 inh: -9; EBV LMP1 NFkB: -1; NCOA1 inh: -32; C8 TRAIL sens: -10; TROY signal inh: -7; TWEAK-Fn14 inh: 11; NR2F2 inh: -12; NR5A2 inv ag: 14

How did O=C(c1ccccc1)c1ccc(C(=O)N2CCN(c3ccccc3Cl)CC2)cc1 do in these assays?
NOD2-RIPK2 inh: -6; TLR9-MyD88 inh: -5; NCOA3 inh: -10; SRC2 inh: 23; EBV LMP1 NFkB: 4; NCOA1 inh: 1; C8 TRAIL sens: -1; TROY signal inh: 3; TWEAK-Fn14 inh: -7; NR2F2 inh: -5; NR5A2 inv ag: -5

What do the screens show for `CCOC(=O)c1c(C)c(-c2ccccc2)n(CC(=O)NCCC(C)C)c1C`?
NOD2-RIPK2 inh: -11; TLR9-MyD88 inh: -3; NCOA3 inh: -5; SRC2 inh: -3; EBV LMP1 NFkB: -9; NCOA1 inh: 1; C8 TRAIL sens: -6; TROY signal inh: -53; TWEAK-Fn14 inh: -22; NR2F2 inh: 5; NR5A2 inv ag: 3

What do the screens show for `Cc1nc2ncnn2c(C)c1CCC(=O)N1CCN(c2ccccn2)CC1`?
NOD2-RIPK2 inh: -4; TLR9-MyD88 inh: -2; NCOA3 inh: 8; SRC2 inh: 21; EBV LMP1 NFkB: -4; NCOA1 inh: -10; C8 TRAIL sens: -10; TROY signal inh: -14; TWEAK-Fn14 inh: -9; NR2F2 inh: 5; NR5A2 inv ag: 6

Bioassay records deposited in PubChem by several laboratories.
